Mtb RmlCD inh = inhibitors of Mycobacterium tuberculosis RmlC and RmlD coupled enzymes; hit rate 0.03% among 160,000; RmlC+RmlD coupled enzyme assay, percent inhibition; primary screen in compound mixtures; AID 1533; inhibition, % at 3.6 µM; P9WH09+P9WH11; in the data active = inhibition mostly above about 34%, no sharp cut-off; note: some results filed as inactive read as strong as hits
Target sequence (P9WH09 whole entry, looked up): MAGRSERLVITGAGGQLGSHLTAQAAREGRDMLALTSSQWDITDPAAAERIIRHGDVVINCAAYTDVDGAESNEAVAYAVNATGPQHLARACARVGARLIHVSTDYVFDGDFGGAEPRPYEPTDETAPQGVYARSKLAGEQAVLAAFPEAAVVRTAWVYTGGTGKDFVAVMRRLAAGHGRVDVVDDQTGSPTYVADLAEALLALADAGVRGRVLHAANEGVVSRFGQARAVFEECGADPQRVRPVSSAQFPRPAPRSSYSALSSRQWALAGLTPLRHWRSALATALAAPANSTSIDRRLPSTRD
Target sequence (P9WH11 whole entry, looked up): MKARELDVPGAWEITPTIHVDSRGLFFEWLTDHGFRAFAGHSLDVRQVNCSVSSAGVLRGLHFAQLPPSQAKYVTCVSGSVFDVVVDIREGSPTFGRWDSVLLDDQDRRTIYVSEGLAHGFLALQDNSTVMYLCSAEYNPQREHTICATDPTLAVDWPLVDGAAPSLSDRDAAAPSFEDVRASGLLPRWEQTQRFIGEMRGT
GlmU inhibition = inhibition of mycobacterial GlmU enzyme – biochemical, glucosamine-1-phosphate acetyltransferase (AID 1376). hit rate 0.25% among 220,000. inhibition, %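 (tested at 30 µM in the primary screen)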, or IC50 in µM where a hit was titrated. M. tuberculosis GlmU acetyltransferase enzyme assay; higher % means a stronger effect; in the data active = inhibition above about 13%;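 note: 0% = complete reaction with vehicle and 100% = reaction without substrate; strong numbers were not always called active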
* = called active by the depositor; . = no result given. Only part of the results is shown (hit frequency here may not be typical).

Results follow in this order: Mtb RmlCD inh | GlmU inhibition
> COc1ccc(NC(=O)CN2CCN(c3nc(-c4ccc(F)cc4)cs3)CC2)c(OC)c1
  -2 | -2.1%
> O=C(CSc1ncnc2nc[nH]c12)N1CCOCC1
  5 | 6.2%
> CCCCOC(=O)C1=C(C)Nc2ncnn2C1c1ccc(OC)c(OC)c1 (stereo unspecified)
  -4 | -2.6%
> O=C(CSc1nnc(-c2ccccc2F)n1C1CC1)Nc1ccc2[nH]c(=O)[nH]c2c1
  -13 | 2.0%
> O=C1CCC(/C=C/c2ccccc2)=NN1Cc1ccccc1
  -6 | 3.7%
> COc1ccc(NC(=O)CCc2nc(-c3ccc(C)cc3)no2)c(OC)c1
  10 | 4.6%
> C/C(CC(=O)NCCCN1CCOCC1)=N\NC(=O)COc1cccc2ccccc12
  5 | -2.5%
> CC1(C)CC(=O)C2=C(C1)N(c1ccc(F)cc1)C(=O)C2(NC(=O)c1ccccc1F)C(F)(F)F (stereo unspecified)
  1 | 0.8%
> CCCCc1ccc(NC(=S)NCc2ccc(OC)cc2)cc1
  -4 | 1.2%
> COc1cccc(C2=NC(C)(C)NC(c3ccccc3O)C2)c1 (stereo unspecified)
  . | 2.8%
> O=C(COC(=O)C12CC3CC(CC(C3)C1)C2)Nc1nc2c(F)c(F)c(F)cc2s1
  3 | 3.9%
> CC(C)COc1ccc2[nH]c3c(c2c1)CCCC3=O
  7 | 2.4%
> COc1ccc(/C(C)=N/NC(=S)NCc2ccco2)cc1
  5 | -7.2%
> O=C(c1ccccc1)c1cn(CC(=O)N2CCCC2)c2ccccc12
  7 | -1.4%
> Cc1ccc(C(=O)NNC(=O)C2CCN(c3nccc(C)n3)CC2)cc1
  1 | 1.6%
> COc1ccc(S(=O)(=O)NCc2ccccc2)cc1
  . | -2.6%
> O=C1CC(C(=O)O)c2ccccc2N1 (stereo unspecified)
  . | 2.5%
> Cc1ccc(C2CC(c3ccc(C)cc3)n3nc(N)nc3N2)cc1 (stereo unspecified)
  10 | 1.9%
> COc1cccc(C(C(=O)NC2CCCC2)N(CC2CCCO2)C(=O)Cc2cccs2)c1 (stereo unspecified)
  . | 7.7%
> Cc1nnsc1C(=O)N/N=C/c1cccc(C(F)(F)F)c1
  14 | -8.6%
> Cc1ccc2oc(-c3ccc(NC(=O)c4ccncc4)cc3O)nc2c1
  9 | -6.6%
> Cc1ccccc1-c1nc(CN2CCC(C(=O)NCCCN3CCOCC3)CC2)c(C)o1
  -10 | 4.8%
> COc1ccc(-c2cc(C#N)nc(N3CCN(C)CC3)n2)cc1
  . | 1.6%
> NC(=O)CSc1nnc(Cn2c(=O)sc3ccccc32)n1-c1ccccc1
  -1 | -0.6%
> CC(C)CCNC(=O)CN(CCN1CCOCC1)C(=O)Cn1nnc(-c2ccc(F)cc2)n1
  . | 3.3%
> Cc1cccc(C)c1NC(=O)c1cccn(Cc2ccc3c(c2)OC(F)(F)O3)c1=O
  . | -1.7%
> COc1ccccc1N1CCN(C(=O)CSc2nnc(NC(=O)C3CCC3)s2)CC1
  . | -12%
> Cc1c(Cl)c([N+](=O)[O-])nn1CC(=O)Nc1c(C)n(C)n(-c2ccccc2)c1=O
  -1 | 0.1%
> Cc1cc(OC(=O)CNC(=O)OC(C)(C)C)c2c(C)cc(=O)oc2c1
  4 | -1.8%
> O=c1[nH]c(-c2ccccc2)nnc1-c1ccccc1
  6 | 1.6%
> CN(c1ccccc1)S(=O)(=O)c1cccc(C(=O)Nc2nccs2)c1
  . | -0.8%
> Cc1cccn2c(=O)c(/C=C3\SC(=S)NC3=O)c(NCCCN3CCOCC3)nc12
  7 | 5.2%
> Cc1[nH]n(-c2ccccc2)c(=O)c1/C=N/N1C(=O)c2ccc3c4c(ccc(c24)C1=O)CC3
  1 | 4.2%
> Cn1cnnc1SCC(=O)Nc1ccccc1Sc1ccccc1
  . | -2.7%
> Nc1nc(C2CCCN2S(=O)(=O)c2ccc(Cl)cc2)cs1 (stereo unspecified)
  -4 | -6.6%
> CCCN(CCC)S(=O)(=O)c1ccc(C(=O)N2CCOCC2)cc1
  . | -4.2%
> CCc1ccc(/C(C)=N\Nc2ccc([N+](=O)[O-])cc2)cc1
  -10 | -8.7%
> O=C(O)c1cc(Cl)c(Cl)cc1C(=O)Nc1cccc2ncccc12
  -14 | 1.1%
> C/C(=N\NC(=O)c1ccc(Cl)c(Cl)c1)c1cccc(NC(=O)C(C)C)c1
  10 | 1.4%
> CC(=O)Nc1ccc(-c2csc(NC=C3C(=O)OC(C)(C)OC3=O)n2)cc1
  3 | -6.7%
> N#C/C(=N\Nc1ccc(Cl)c(Cl)c1)C(=O)C1CC1
  -5 | 7.2%
> Cc1ccc(-c2n[nH]c(=S)n2C)cc1
  -4 | 1.2%
> Cc1ccc(O)c(-c2cc(-c3cccc(Br)c3)n[nH]2)c1
  -18 | -3.4%
> Cc1cc(C(=O)OCn2nnc3ccccc3c2=O)c(C)n1-c1ccccc1
  . | 0.4%
> Cc1ccc(-c2nnn(CC(=O)N(c3ccccc3F)C(C(=O)NCC3CCCO3)c3c[nH]c4ccccc34)n2)cc1 (stereo unspecified)
  8 | 4.2%

Three entries from above, field by field:
Cc1ccc(-c2nnn(CC(=O)N(c3ccccc3F)C(C(=O)NCC3CCCO3)c3c[nH]c4ccccc34)n2)cc1 (stereo unspecified)
- Mtb RmlCD inh: 8
- GlmU inhibition: 4.2%

Cc1cccn2c(=O)c(/C=C3\SC(=S)NC3=O)c(NCCCN3CCOCC3)nc12
- Mtb RmlCD inh: 7
- GlmU inhibition: 5.2%

Cc1[nH]n(-c2ccccc2)c(=O)c1/C=N/N1C(=O)c2ccc3c4c(ccc(c24)C1=O)CC3
- Mtb RmlCD inh: 1
- GlmU inhibition: 4.2%

More structures:
Results follow in this order: Mtb RmlCD inh | GlmU inhibition
> O=C(CCNC(=O)c1ccc([N+](=O)[O-])cc1)Nc1nccs1
  4 | 3.6%
> O=C(Nc1ccc(Br)cc1Cl)Nn1cnnc1
  . | 5.9%
> COc1ccc(C(=O)CSc2nnc(C3CC3)n2N)cc1
  . | 0.5%
> CCOC(=O)C1CCCN(CC(=O)Nc2c(C(=O)OC)[nH]c3ccc(Cl)cc23)C1 (stereo unspecified)
  -8 | 1.6%
> CC(=O)N1[C@H](Cc2ccccc2)C=C[C@]1(C)C(=O)NCCc1c[nH]c2ccccc12
  . | 1.1%
> O=C(OCC(=O)N1N=C(c2ccc(Cl)cc2)CC1c1ccco1)c1ccccc1O (stereo unspecified)
  -9 | 6.1%
> CCNC(=O)NC(=O)C(C)OC(=O)c1oc2ccc(OC)cc2c1C (stereo unspecified)
  . | -1.4%
> CCN(CC)CC#CCOC(=O)C(O)(c1ccccc1)C1CCCCC1 (stereo unspecified)
  . | -2.4%
> O=C1CC(NNc2nc3ccccc3s2)C(=O)N1c1ccccc1 (stereo unspecified)
  8 | 2.3%
> CC(=O)NC(=S)NNC(=O)COc1ccc([N+](=O)[O-])cc1
  8 | 7.0%
> COc1ccc(NC(=S)Nc2ccc(S(N)(=O)=O)cc2)c(C)c1
  1 | 2.3%
> COc1ccc(Cn2c(CCC(=O)Nc3ccc(CC#N)cc3)nc3cccnc32)cc1
  -6 | 0.5%
> C=CCSc1nn2c(=O)c3ccccc3nc2s1
  31 | -1.2%
> Cc1ccc(C)n1-c1cccc(C(=O)Nc2ccccc2)c1
  11 | -5.8%
> Cc1ccc(C(=O)Nc2ccccc2OC(F)F)cc1
  -3 | 3.2%

Six successive entries already listed, quoted:
Results follow in this order: Mtb RmlCD inh | GlmU inhibition
> CC(=O)NC(=S)NNC(=O)COc1ccc([N+](=O)[O-])cc1
  8 | 7.0%
> COc1ccc(NC(=S)Nc2ccc(S(N)(=O)=O)cc2)c(C)c1
  1 | 2.3%
> COc1ccc(Cn2c(CCC(=O)Nc3ccc(CC#N)cc3)nc3cccnc32)cc1
  -6 | 0.5%
> C=CCSc1nn2c(=O)c3ccccc3nc2s1
  31 | -1.2%
> Cc1ccc(C)n1-c1cccc(C(=O)Nc2ccccc2)c1
  11 | -5.8%
> Cc1ccc(C(=O)Nc2ccccc2OC(F)F)cc1
  -3 | 3.2%

Additional compounds follow.
Results follow in this order: Mtb RmlCD inh | GlmU inhibition
> Cc1cc(C)nc(SCc2csc(-c3ccccc3)n2)n1
  . | 3.5%
> Cc1ccc(SC[C@H](Cc2ccccc2)N2CCN(C)CCC2=O)cc1
  -6 | -2.8%
> CC(=O)Nc1ccc(NC(=S)NC(=O)/C=C/c2ccccc2)cc1
  -7 | -1.3%
> COC(=O)c1cccc(NC(=O)CSc2nc(O)c(-c3ccccc3)c(=O)[nH]2)c1
  8 | -2.2%
> CN(C)S(=O)(=O)c1ccc(C(=O)Nc2cccc(C(=O)O)c2)cc1
  . | 1.1%
> CC(C)Cc1csc(NC(=O)c2ccc(Br)cc2)c1C(=O)O
  -8 | 7.4%
> COc1ccc2cc(/C(C)=N/NC(=O)C3CC3)ccc2c1
  . | -2.2%
> Cc1onc(-c2ccccc2Cl)c1C(=O)Nc1nnc(-c2ccc(Br)cc2)s1
  3 | 2.0%
> COc1ccc(Cn2c(O)c(/C=N/NC(=O)c3cccnc3)c3ccccc3c2=O)cc1
  5 | 6.0%
> Cc1cc(C)n(CCOC(=O)C2C(C=C(Cl)Cl)C2(C)C)n1 (stereo unspecified)
  . | 0.7%
> C=CCN1C(=O)C(CC(=O)Nc2ccc(C)cc2)SC1=Nc1c(C)n(C)n(-c2ccccc2)c1=O (stereo unspecified)
  . | -3.3%
> COc1ccc(-c2csc(N3CCN(c4cc(C)nc5ccccc45)CC3)n2)cc1OC
  -6 | -6.3%
> O=C(C(=O)N1CCN(c2ccc(F)cc2)CC1)N1CCCCC1
  4 | 2.2%
> Cc1cc2ncn(/N=C/c3ccc([N+](=O)[O-])o3)c2cc1C
  18 | -1.9%
> CC(=O)OCC1=C(C(=O)O)N2C(=O)C(NC(=O)C(C)Cn3cc(Cl)cn3)C2SC1 (stereo unspecified)
  2 | -5.1%
> O=C(O)CC1S/C(=N/N=C/c2ccccn2)NC1=O (stereo unspecified)
  5 | -0.6%
> CCOc1ccc(NC(=O)Cn2c(=O)n(CC3CCCO3)c(=O)c3ccccc32)cc1 (stereo unspecified)
  -5 | -4.1%
> Cc1ccc(S(=O)(=O)N2CCOCC2)cc1NC(=O)CNC1CCCC1
  -2 | -0.5%
> CC[N+](C)(C)CCN(Cc1ccc(Cl)cc1)c1ccccn1
  -12 | 5.8%
> CCOC(=O)c1c(C(=O)OCC)c(C)n(Cc2cc(OC)c(OC)c(OC)c2)c1C
  . | -0.7%
> Cc1ccc(S(=O)(=O)NC(=O)COc2ccccc2C)cc1
  . | -3.7%
> Cc1cccc(NC(NC(=O)c2ccccn2)C(Cl)(Cl)Cl)c1 (stereo unspecified)
  . | -3.1%
> CCCNC(=O)COC(=O)c1ccc(Cl)c(S(=O)(=O)N2CCCC2)c1
  5 | 7.3%
> COc1ccc(NC(=O)c2ccc(S(=O)(=O)N(C)C)cc2)cc1OC
  11 | -1.5%
> CC(OC(=O)/C=C/c1ccco1)C(=O)Nc1cccc([N+](=O)[O-])c1 (stereo unspecified)
  0 | 2.4%
> Cc1ccc(S(=O)(=O)NCCC(=O)Nc2nnc(C3CC3)s2)cc1C
  -7 | 0.7%
> COc1ccccc1CN1C(=O)C2CC=CCC2C1=O (stereo unspecified)
  4 | 0.7%
> COCCn1c(-c2ccc(OC(F)(F)C(F)C(F)(F)F)cc2)nc2c1c(=O)[nH]c(=O)n2CC(C)C (stereo unspecified)
  . | -1.4%
> O=C(Nc1ccc(F)cc1)Nc1ccccc1NS(=O)(=O)c1cccs1
  -7 | 7.6%
> O=C(COC(=O)CNC(=O)c1ccc(Cl)cc1)Nc1ncc(C(F)(F)F)cc1Cl
  -4 | -1.2%
> CCOc1ncccc1C(=O)OCC(=O)Nc1ccc(C)c(S(=O)(=O)N2CCOCC2)c1
  -9 | -1.3%
> Cc1nc2ccc(NC(=O)Cc3ccccc3F)cc2s1
  -5 | -3.0%
> COc1ccc(NC(=O)c2cccnc2N2CCCC2)cc1
  27 | -3.9%
> CC(C(=O)N1CCOCC1)N1c2cccc3cccc(c23)S1(=O)=O (stereo unspecified)
  . | 2.2%
> Brc1ccc(-c2cn3c(n2)CCc2ccc4cccnc4c2-3)cc1
  . | -6.2%
> C/C(CC(=O)Nc1ccc(Cl)c(C(F)(F)F)c1)=N\NC(=O)c1ccccc1O
  -5 | -1.5%
> COC(=O)C(O)(CC(=O)Nc1ccc(OC(F)(F)F)cc1)C(F)(F)F (stereo unspecified)
  . | 3.1%
> Cc1cc(Nc2ccccc2)n(-c2ccc(C(=O)O)cc2)n1
  -9 | 1.8%
> CCSc1nnc(NC(=O)CSc2ncccn2)s1
  5 | 6.1%
> CC1CCCC(NC(=O)CSc2nnnn2C)C1C (stereo unspecified)
  . | -4.7%
> CCCCCc1ccc(-c2ccc(C(=O)O)cc2)nc1
  -4 | 1.1%
> Cc1cc(=O)[nH]c(SCC(=O)Nc2ccc(S(N)(=O)=O)cc2)n1
  7 | 5.1%
> O=C(c1ccc(F)cc1)N1CCN(C2CC3CCC2C3)CC1 (stereo unspecified)
  -10 | 0.9%
> CCc1ccc(CN2C(=O)c3ccccc3C2C(=O)NCC2CCCO2)cc1 (stereo unspecified)
  -2 | -5.8%
> O=C(O)/C(=C\c1ccc(-c2ccc(F)cc2)o1)c1ccccc1
  4 | 9.2%
> CCOC(=O)/C=C/C(=O)Nc1ccc(S(=O)(=O)N2CCCCCC2)cc1
  8 | -7.6%
> CC(=O)Nc1ccc(C(c2c(O)c3ccccc3oc2=O)c2c(C)n(C)n(-c3ccccc3)c2=O)cc1 (stereo unspecified)
  0 | 2.7%
> CCn1c2c(c3cc(Cl)ccc31)CCCC2=O
  -7 | 3.2%
> Cc1cc(N2CCN(c3ccccc3)CC2)nc(NCc2ccccc2)n1
  -14 | 0.6%
> c1ccc(-c2ccc(OCCCn3cncn3)cc2)cc1
  7 | -3.7%
> CCN1CCN(CCNC(=O)c2ccc(/C=C3/Sc4ccccc4N(Cc4ccccc4C)C3=O)cc2)CC1
  3 | -12%
> COCCCN1C(=O)C(=O)/C(=C(/O)c2ccc(C)cc2)C1/C=C/c1ccccc1 (stereo unspecified)
  4 | 2.7%

Screens: PubChem, several laboratories
